Screening results as filed in PubChem.
Growth percent in the NCI-60 one-dose screen (48 h, 10 µM unless noted): 100 = growth as untreated, 0 = no growth, -100 = all killed.
MDA-MB-231 = MDA-MB-231 breast cancer; 81,000 compounds, 5% hits; AID 1794789
MCF7 = MCF7 breast cancer; AID 1794796; 82,000 compounds, 6.3% hits
MDA-MB-468 = MDA-MB-468 breast cancer. 78,000 compounds, 8.5% hits
BT-549 = BT-549 breast cancer; 78,000 compounds, 4.4% hits
LOX IMVI = LOX IMVI melanoma; 79,000 compounds, 7.4% hits; AID 1794757
HS 578T = HS 578T breast cancer; 78,000 compounds, 4.1% hits; AID 1794788
T-47D = T-47D breast cancer. AID 1794792. 79,000 compounds, 5% hits
SK-MEL-28 = SK-MEL-28 melanoma. 81,000 compounds, 4.1% hits. AID 1794761
Numbers without * were called inactive; . = no result given; & = joins results of further samples. Rule for the calls: active = growth percent below 10; inactive = the rest.

SMILES | MDA-MB-231 | MCF7 | MDA-MB-468 | BT-549 | LOX IMVI | HS 578T | T-47D | SK-MEL-28
Nc1ccncc1N | 108.5&114.7 | 99.7&93.8 | 116.6&94.5 | 107.7&88.2 | 95.7&96.9 | 104.4&102.2 | 112.1&93.6 | 121.4&113.2
CC(=O)c1nnn(-c2c(C(=O)n3nc(C)cc3C)sc(=S)n2-c2ccccc2)c1C | 89.2 | 89.2 | 96.8 | 92.2 | 98.8 | 113.2 | 112.8 | 111.9
CCCSc1nc2ccc(C)cc2cc1/C=[N+](\[O-])c1ccccc1 | 51.1 | 21.8 | 88.4 | 42.1 | 19.0 | 48.6 | 56.6 | 48.3
O=C(CSc1ccc(Cl)cc1)Nc1ccc(-c2nc3ccccc3s2)c(Cl)c1 | 93.8 | 47.7 | 52.1 | 95.2 | 63.2 | 79.1 | 34.4 | 107.9
c1ccc(-c2csc(Nc3cccc(Nc4nc(-c5ccccc5)cs4)c3)n2)cc1 | 48.0 | 15.6 | 39.2 | 31.7 | . | 56.5 | 24.0 | 60.9
N#C/C(=C\c1ccc2ccccc2c1)C(=O)Nc1sc2c(c1C#N)CCC2 | 98.1 | 94.8 | 96.8 | 94.6 | 95.6 | 104.1 | 87.5 | 113.0
CC(=O)C1C(=O)C(=O)N(c2cccc([N+](=O)[O-])c2)C1=O (stereo not drawn) | 106.8 | 94.3 | 101.9 | 109.5 | 104.8 | 93.8 | 100.9 | 107.3
O=C(NC(CO)C(=O)O)OCc1ccccc1 (stereo not drawn) | 110.1 | 102.7 | 105.0 | 104.4 | 97.8 | . | 95.0 | 110.1
Cc1ccc(/C=C/C(=O)c2ccc(NC(=O)COc3cccc4cccnc34)cc2)cc1 | 98.3 | 73.9 | 97.2 | 94.6 | 82.6 | 108.9 | 89.7 | 110.2
COc1ccccc1N=Nc1c(S(=O)(=O)O)cc2cc(S(=O)(=O)O)cc(N=Cc3ccc(N(C)C)cc3)c2c1O | 98.1 | 87.9 | 94.5 | 108.5 | 95.9 | 99.1 | 97.2 | 108.9
Nc1c(OS(=O)(=O)c2ccccc2)cccc1OS(=O)(=O)c1ccccc1 | 98.9 | 100.1 | 99.4 | 102.6 | 102.9 | 104.0 | 88.7 | 117.9
C1=CC2(C=C1)OC21CCC2(C=CC3(C2)OC3C2CCCCC2)CC1 (stereo not drawn) | 108.0 | 106.3 | . | 106.5 | 92.5 | 102.7 | 104.0 | 104.5
O=CN1CCN(C=O)C(O)C1O (stereo not drawn) | 103.9 | 107.0 | 91.5 | 109.3 | 104.9 | 101.8 | 94.7 | 111.5
CCN(CC)CCNc1ccc(Cl)cc1Cl | 117.5 | 107.1 | 108.3 | 106.1 | 102.5 | 107.7 | 98.6 | 118.1
COC(=O)N/N=C\c1ccc(O)c(OC)c1 | 110.2 | 99.3 | 87.8 | 99.5 | 114.6 | 111.1 | 97.3 | 113.4
O=C(NN1C(=O)c2ccccc2C1=O)c1ccc(NC(=O)c2ccccn2)cc1 | 101.7 | 92.7 | 95.6 | 100.3 | 92.4 | 90.0 | 95.5 | 105.2
O=C(O)c1cccc(C(=O)O)c1 | 107.6 | 102.0 | 112.0 | 110.7 | 91.4 | 110.7 | 99.5 | 110.5
CCn1c(SC/C(=N/O)c2ccc(Cl)cc2)nnc1-c1ccncc1 | 108.5 | 107.4 | 108.1 | 110.3 | 100.5 | 103.5 | 102.0 | 107.1
COc1ccccc1Nc1nc(SC)nc(-c2cccc(N)c2)c1C#N | 84.0 | 97.0 | 102.7 | 88.0 | 93.2 | 91.9 | 66.8 | 83.4
COc1cc2c3c(c1OC)-c1cc4c(cc1CC3OCC2)OCO4 (stereo not drawn) | 82.1 | 88.8 | 97.6 | 106.7 | 99.4 | 86.2 | 78.7 | 106.4
COc1ccc2nc(-c3nonc3N)[nH]c2c1 | 111.3 | 100.4 | 99.2 | 88.4 | 110.6 | 92.5 | 99.9 | 101.4
O=c1[nH]c2sc3c(c2c(=O)n1-c1ccc(Cl)cc1)CCC3 | 100.2 | 93.1 | 104.3 | 97.7 | 97.4 | 104.9 | . | 108.7
O=C(/C=C/c1ccc[nH]1)c1ccc(-n2ccc(C(F)(F)F)n2)c(F)c1 | 87.1 | 30.9 | 60.4 | -2.7* | 97.7 | 98.0 | 70.9 | 100.4
CCOC(=O)c1cc2c3ccccc3oc(=O)c2c2nc3ccccc3n12 | 88.5 | 69.9 | 94.6 | 105.0 | 91.9 | 86.0 | 81.3 | 115.8
CC1(C)[C@@H](O)CC[C@]2(C)[C@H]3CC[C@@H]4[C@H]5[C@H](c6cn(-c7ccccc7)nn6)CC[C@]5(CO)CC[C@@]4(C)[C@]3(C)CC[C@@H]12 | 84.3 | 52.8 | 65.4 | 80.0 | 95.6 | 94.6 | 63.9 | 88.7

Given with tabs: entries from further up.
SMILES	MDA-MB-231	MCF7	MDA-MB-468	BT-549	LOX IMVI	HS 578T	T-47D	SK-MEL-28
CC(=O)c1nnn(-c2c(C(=O)n3nc(C)cc3C)sc(=S)n2-c2ccccc2)c1C	89.2	89.2	96.8	92.2	98.8	113.2	112.8	111.9
CCCSc1nc2ccc(C)cc2cc1/C=[N+](\[O-])c1ccccc1	51.1	21.8	88.4	42.1	19.0	48.6	56.6	48.3
O=C(CSc1ccc(Cl)cc1)Nc1ccc(-c2nc3ccccc3s2)c(Cl)c1	93.8	47.7	52.1	95.2	63.2	79.1	34.4	107.9
c1ccc(-c2csc(Nc3cccc(Nc4nc(-c5ccccc5)cs4)c3)n2)cc1	48.0	15.6	39.2	31.7	.	56.5	24.0	60.9
N#C/C(=C\c1ccc2ccccc2c1)C(=O)Nc1sc2c(c1C#N)CCC2	98.1	94.8	96.8	94.6	95.6	104.1	87.5	113.0

Going on with the list:
SMILES | MDA-MB-231 | MCF7 | MDA-MB-468 | BT-549 | LOX IMVI | HS 578T | T-47D | SK-MEL-28
COc1ccc(C(=O)CSc2nc(Nc3ccc(S(N)(=O)=O)cc3)c(C#N)c(C(C)C)n2)cc1 | 94.5 | 95.7 | 113.5 | 119.6 | 101.2 | 95.9 | 101.0 | 109.4
OCC1OC(n2cnc3c(=S)nc[nH]c32)CC1O (stereo not drawn) | 109.0 | 92.9 | 86.8 | 87.5 | 89.9 | 106.6 | 95.2 | 112.8
CC(C)NCC(O)COc1ccc(CCOCC2CC2)cc1 (stereo not drawn) | 99.6 | 106.9 | 103.0 | 116.5 | . | 108.9 | 103.0 | 117.7
CCOc1ccc(N=c2ccc3c(-c4c(Cl)ccc(Cl)c4C(=O)O)c4ccc(Nc5ccc(OCC)cc5S(=O)(=O)O)cc4oc-3c2)cc1 | 86.8 | 99.8 | 126.5 | . | 103.1 | 105.1 | 110.3 | 111.8
CN1CCN(c2nc(NCCNc3ccnc4cc(Cl)ccc34)c3ccccc3n2)CC1 | -10.8* | 36.0 | -51.6* | 28.3 | -56.0* | 28.2 | 0.4* | -58.5*
CC1=CCc2ccccc21 | 94.5 | 90.5 | 115.1 | 93.5 | 105.1 | 98.3 | 96.8 | 104.0
c1ccc2sc(N3CCCCC3)nc2c1 | 107.5 | 97.7 | 105.8 | 101.2 | 100.5 | 116.7 | 104.3 | 113.6
O=C(Nc1nccs1)C(=S)N1CCOCC1 | 102.1 | 98.9 | 110.4 | 98.4 | 95.0 | 100.3 | 93.4 | 113.6
COc1cc2c3cc1Oc1cc(ccc1O)C[C@@H]1c4c(cc(OC)c(O)c4Oc4ccc(cc4)C[C@@H]3N(C)CC2)CC[N+]1(C)C | 98.6 | 104.1 | 100.8 | 97.2 | 98.7 | 107.8 | . | 120.4
CCOC(=O)OC(C)OC1=C(C(=O)Nc2ccccn2)N(C)S(=O)(=O)c2ccccc21 (stereo not drawn) | 98.7 | 99.5 | 102.7 | 97.0 | 93.9 | 101.2 | 98.1 | 120.1
O=C1Nc2ccc(Cl)cc2/C1=C/c1cccs1 | 70.6 | 44.6 | -4.3* | 95.4 | 86.7 | 96.2 | 16.9 | 112.8
CN(Cc1ccccc1)c1nc(Cl)c(C=O)s1 | 102.7 | 99.9 | 109.3 | 93.6 | 92.9 | 91.4 | 96.5 | 116.8
CC(=O)c1c(C)n2c(=O)cc(C)c3c(O)c(O)cc1c32 | 101.2 | 95.4 | . | 124.6 | 84.7 | 113.3 | 101.9 | 112.0
CN1C(=O)N(c2ccccc2)C(=O)C2(CC=CC2)C1=O | 117.3 | 95.7 | 106.5 | 116.4 | 101.7 | 108.5 | 99.1 | 104.6
ClC1=C(Cl)C(Cl)=C(Cl)C1=Cc1ccccc1 | -21.0* | -29.3* | -80.7* | -82.1* | -91.5* | 7.0* | -26.4* | -87.5*
COc1nc(N)c(NS(=O)(=O)c2ccc(C(C)=O)cc2)c(=O)[nH]1 | 110.4 | 90.8 | 105.4 | 87.5 | 99.6 | 86.2 | 104.9 | 108.1
O=C(O)c1cccc(N2C(=O)/C(=C/C3=Cc4ccccc4OC3)SC2=S)c1 | 114.2 | 92.5 | 100.3 | 105.4 | 94.7 | 97.5 | 104.6 | 105.5
Cc1nc(C#N)c(N2CCC(c3nc(-c4ccc(F)cc4)no3)CC2)o1 | 80.5 | 96.1 | 98.8 | 99.8 | . | 98.2 | 91.9 | 99.2
COc1cc(/C=C2\SC(N3CCCCC3)=NC2=O)ccc1OCCCOc1ccc(/C=C2\SC(N3CCCCC3)=NC2=O)cc1OC | 88.8 | 87.0 | 99.5 | 99.5 | 81.3 | 80.7 | 66.8 | 102.2
O=C(Nc1c2n(c3ccccc3c1=O)C(=O)CC2)c1ccccc1 | 104.6 | 92.3 | 104.4 | 88.1 | 99.5 | 103.9 | 109.0 | 105.9
CCNC(=O)N1N=C(c2ccc(N)cc2)c2cc3c(cc2C(C)C1=O)OCO3 (stereo not drawn) | 108.0 | 93.5 | . | 93.6 | 100.5 | 111.6 | 92.3 | 109.1
CC(=O)c1cc(O)c(O)cc1O | 108.0 | 94.0 | 110.5 | 102.3 | 104.5 | 116.7 | 101.0 | 110.2
CC(c1ccc(-n2cccn2)cc1)c1cnc(N2CCc3ccc(C(N)=O)cc3C2)s1 (stereo not drawn) | 72.5 | 37.0 | 30.1 | 12.0 | 66.4 | 100.3 | 2.1* | 81.8
COc1ccc(-c2cc(/C=C3\C(=O)Nc4ccc(OC)cc43)[nH]n2)cc1 | 59.2 | 7.4* | 19.0 | 61.5 | 40.3 | 14.0 | 47.3 | 57.0
C=C(c1ccc(OC)c(/C=C/C(=O)c2cc(OC)c(OC)c(OC)c2)c1)c1cc(OC)c(OC)c(OC)c1 | 30.4 | 8.8* | -8.6* | 1.8* | -87.3* | 96.5 | 17.2 | -77.3*

Remaining list, next part
SMILES | MDA-MB-231 | MCF7 | MDA-MB-468 | BT-549 | LOX IMVI | HS 578T | T-47D | SK-MEL-28
CS(=O)(=O)c1ccc(C(=O)N/N=C/c2ccccc2O)cc1 | 47.4 | 22.5 | 64.7 | 53.0 | 21.4 | 81.5 | 52.4 | 55.9
CCOC(=O)c1c(C)[nH]c2ccc(NS(=O)(=O)c3ccc4c(c3)CN(C(=O)C(F)(F)F)CC4)cc2c1=O | 93.3 | 92.7 | 113.7 | 107.3 | 94.2 | 104.6 | 107.8 | 108.8
CCOC(=O)C(C(C)C)N1C(=O)/C(=C/c2ccc(Br)cc2)SC1=S (stereo not drawn) | 101.9 | 85.2 | 92.8 | 109.8 | 90.1 | 101.8 | 85.9 | 102.8
Cc1ccc(NC(=O)/C=C\C(=O)O)c(C)c1 | 101.5 | 99.9 | 119.3 | 114.9 | 116.3 | 105.6 | 104.7 | 117.2
O=c1[nH]c2cc(Cl)ccc2c(CCl)c1Cl | 88.4 | 96.7 | 96.7 | 108.3 | 92.8 | 108.5 | 95.2 | 105.7
COc1cc(-c2nc(SCCC(C)C)nc(Nc3cccc(C)c3)c2C#N)cc(OC)c1OC | 105.3 | 94.0 | 108.2 | 119.6 | 104.1 | 103.7 | . | 104.5
O=C(Nc1cccc(C2=NCCN2)c1)c1ccc(N=Nc2ccc(C(=O)Nc3cccc(C4=NCCN4)c3)cc2)cc1 | 73.1 | 62.4 | 7.0* | 69.1 | 75.8 | 65.2 | 46.5 | 59.3
COc1ccc(C(C)=O)c(C)c1OC | 98.7 | 108.0 | 108.0 | 108.2 | 92.4 | 111.0 | 104.8 | 113.2
Fc1ccc(-c2ccc3c(NCc4ccccn4)nc(N4CCOCC4)nc3c2)cc1 | 117.5 | 90.8 | 103.0 | 93.0 | 98.1 | 106.3 | 97.0 | 101.7
Oc1cc(-c2nc3ccccc3o2)c(O)cc1-c1nc2ccccc2o1 | 104.6 | 96.1 | . | 102.7 | 94.7 | 50.1 | 94.7 | 101.0
N#CC1=C(c2ccccc2)Nc2c(c(-c3ccccc3)nn2-c2ccccc2)[C@@]12C(=O)Nc1ccc(Cl)cc12 | 101.0 | 85.4 | 97.8 | 81.7 | 96.6 | 87.0 | 83.5 | 106.7
O=c1/c(=C/Nc2nccs2)sc2ncnn12 | 119.3 | 97.2 | 101.8 | 104.3 | 97.8 | 97.5 | 110.3 | 110.4
O=C(Nc1cccc(Cl)c1)Nc1nc2ccc(-c3ccsc3)cc2s1 | 76.7 | 36.6 | 42.4 | 76.5 | 62.2 | 89.4 | 44.5 | 86.9

Copied from the list.
`COc1cc(-c2nc(SCCC(C)C)nc(Nc3cccc(C)c3)c2C#N)cc(OC)c1OC` – MDA-MB-231: 105.3
`Oc1cc(-c2nc3ccccc3o2)c(O)cc1-c1nc2ccccc2o1` – MDA-MB-231: 104.6
